# CaV13 ICDI inh: Disruptors of the CACNA1D IQ motif to Ca2+-dependent inactivation inhibitor domain association, primary screening, Förster resonance energy transfer in intact living … | inhibition, % at 12.3 µM | HEK cells, CFP/YFP FRET ICDI-IQ, plate reader, 10 min; percent FRET-ratio fall versus neutral wells | hit rate 0.098% among 340,000;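 active = mean replicate inhibition of at least 30% and at least 1% of replicates passing that level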;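 also: 0% = median of the neutral control wells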
# Glyco luc inh: blocks N-linked glycosylation in D54 reporter cells; AID 588692; D54 ERlucT glycosylation luciferase reporter, 24 h; percent of 100 nM tunicamycin response; hit rate 0.23% among 360,000; reporter increase, % at 12.5 µM;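 active = mean luciferase reporter signal, scaled so untreated is 0 and the glycosylation-blocking control 100, at or above a set limit in every replicate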;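 also: luciferase carries N-glycosylation sites so blocking glycosylation raises the light; 0% = median of neutral control wells and 100% = median of 100 nM tunicamycin wells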
# ABCB6 inh 2: human ABCB6 transporter inhibition | hit rate 0.19% among 360,000 | fluorescence ratio to DMSO, % at 10 µM | Q9NP58 | AID 602162 | K562-ABCB6 porphyrin accumulation, flow cytometry, 1 h; hits give low values;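 active = fluorescence ratio to DMSO below 75%, the collection mean minus 3 SD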;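 also: signal is porphyrin accumulated inside mitochondria; 100% equals median channel fluorescence of DMSO control wells; lower ratio means ABCB6 inhibition with less porphyrin fluorescence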
# ABHD5-PLIN5 inh: blocks binding of human ABHD5 to perilipin-5; Q00G26+Q8WTS1; Split G. princeps luciferase complementation, luminescence, 4 h; inhibition, % at 4 µM; hit rate 0.78% among 360,000;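 active = inhibition above the mean inhibition across every tested compound plus 3 SD, cut at about 22% in these data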;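 also: 0% = DMSO only wells and the 100% control is not disclosed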
# MC4R barr agon: activates human MC4R beta-arrestin recruitment; P32245; U2OS MC4R beta-arrestin complementation, luminescence; percent of melanotan II response, DMSO zero; activation, % at 8.9 µM; hit rate 0.98% among 360,000;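 active = activation above a per-plate cutoff, the mean activation of sample wells on that plate plus 3 SD, cut at about 8% in these data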
# Target sequence (P32245 whole entry, looked up): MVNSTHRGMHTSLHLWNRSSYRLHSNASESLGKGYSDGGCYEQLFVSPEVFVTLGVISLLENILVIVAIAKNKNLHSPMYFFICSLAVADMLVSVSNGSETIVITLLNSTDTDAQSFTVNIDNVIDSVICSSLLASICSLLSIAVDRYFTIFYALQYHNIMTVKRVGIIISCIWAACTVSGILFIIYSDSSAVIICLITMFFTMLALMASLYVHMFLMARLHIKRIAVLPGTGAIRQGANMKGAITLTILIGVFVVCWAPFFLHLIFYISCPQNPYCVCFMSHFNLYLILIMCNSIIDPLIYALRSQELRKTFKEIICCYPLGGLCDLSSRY
# m5-HT2A agonist: activates the mouse 5-HT2A serotonin receptor. P35363. CHO-K1 mHTR2A beta-arrestin complementation, luminescence; percent of 30 µM serotonin response. activation, % at 7.6 µM. hit rate 0.66% among 360,000;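 active = activation above a run cutoff, the mean activation of all tested compounds plus 3 SD, cut at about 14% in these data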;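 also: 0% = plate median of compound wells and 100% = 30 µM serotonin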
# Target sequence (P35363 whole entry, looked up): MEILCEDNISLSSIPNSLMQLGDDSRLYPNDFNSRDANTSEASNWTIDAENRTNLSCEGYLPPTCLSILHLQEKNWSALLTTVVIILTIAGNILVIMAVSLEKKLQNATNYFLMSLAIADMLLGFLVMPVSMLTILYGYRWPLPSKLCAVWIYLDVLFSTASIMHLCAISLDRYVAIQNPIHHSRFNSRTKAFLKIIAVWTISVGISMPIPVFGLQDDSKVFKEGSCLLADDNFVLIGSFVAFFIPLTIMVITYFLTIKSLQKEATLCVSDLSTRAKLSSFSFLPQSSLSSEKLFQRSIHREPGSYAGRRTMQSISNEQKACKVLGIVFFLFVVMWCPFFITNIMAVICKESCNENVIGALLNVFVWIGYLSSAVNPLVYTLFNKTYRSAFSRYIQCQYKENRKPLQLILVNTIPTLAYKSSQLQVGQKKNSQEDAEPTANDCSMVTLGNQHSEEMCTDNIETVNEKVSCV
# Exocytosis inh: lytic granule exocytosis inhibition; AID 651702; hit rate 0.66% among 360,000; TALL-104 LAMP-1 surface exposure, flow cytometry; cells stimulated with thapsigargin and PMA; inhibition, % at 10 µM;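 active = inhibition above about 55%, limit read from the data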
# PDI inh: PDI (human) enzyme inhibition. P07237. PDI insulin aggregation turbidity, A650, 90 min. inhibition, % at 10 µM. hit rate 0.052% among 350,000. AID 588391;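 active = mean inhibition across replicates of 30% or more, whatever share of single replicates reach that level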;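 also: absorbance from insulin aggregation driven by PDI reduction with DTT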
# H9c2 protect: modulators protecting cardiomyocytes from myocardial damage; hit rate 0.63% among 360,000; H9c2 cardiomyocytes, H2O2 injury protection, ATPLite, 2 h; protection from H2O2 cell death, % at 20 µM;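 active = compounds giving at least 50% protection of heart cells from peroxide-induced death in the single-dose screen, raw or plate-pattern-corrected value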;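 also: 0% = DMSO wells with peroxide and 100% = DMSO wells without peroxide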
# MC4R antagonist: blocks human MC4R cAMP signaling | MC4R-expressing cells, MTII-stimulated cAMP, LANCE TR-FRET | inhibition, % at 6.5 µM | hit rate 0.48% among 360,000 | AID 540295;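 active = inhibition above its plate's cutoff, the mean of tested wells on that plate plus 3 SD, cut at about 29% in these data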;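 also: 0% = Melanotan II alone and 100% = Melanotan II plus saturating MCL0020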
#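 system = U2OS cells with stable human MC4R expression | also added = Melanotan II challenge after compound preincubation | dosing = one concentration, 6.5 µM nominal | incubation = compound 30 min, challenge 1 h, detection 1 h | measured by = TR-FRET with Eu-cAMP and labeled anti-cAMP, 671 nm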
# The depositor's hits bear a star; · = not tested or not shown; & = joins results of further samples.
SMILES,CaV13 ICDI inh,Glyco luc inh,ABCB6 inh 2,ABHD5-PLIN5 inh,MC4R barr agon,m5-HT2A agonist,Exocytosis inh,PDI inh,H9c2 protect,MC4R antagonist
O=C1[C@H]2[C@@H](C3CC3)N3C(=O)CN(CC4CC4)C(=O)[C@@]3(Cc3ccccc3)[C@H]2C(=O)N1c1ccccc1,-10,2,101,-8,-0.3,0,3,-6,0,2
COc1cccc(C(=O)Nc2ccc(N(C)C)cc2)c1OC,-3,-5,138,-2,-2.1,1,1,-4,-8,0
CCOC(=O)c1c(NC(=O)C(C)N2CCN(S(=O)(=O)c3cccs3)CC2)sc2c1CCC(C)C2 (centres undefined),-2,-11,90,-7,-1.3,0,1,-1,8,7
COc1ccc2nc(SCC(=O)Nc3cc(OC)c(OC)cc3C(=O)O)c(C)cc2c1,-4,1,92,2,-1.5,5,-4,-3,7,-1
COc1cc(SC)ccc1C(=O)OCc1nc2ccsc2c(=O)[nH]1,-15,0,97,1,-3.0,-10,-4,-2,8,7
Cc1nn(CC(=O)NCCc2ccccc2)c(=O)c2cccn12,-3,0,95,-1,0.3,3,6,1,0,15
COCc1nnc(NC(=O)CCS(=O)(=O)c2ccccc2)s1,-3,-6,99,1,-1.6,5,-4,-5,8,7
O=C(CN1C(=O)c2ccccc2C1=O)NN1C(=O)c2ccccc2C1=O,-9,1,102,3,2.4,3,0,-4,3,3
COc1cccc(C(=O)NC2CCN(CC(=O)NCc3ccccc3OC)CC2)c1,-4,-2,101,8,-0.8,1,-2,-4,2,4
Oc1ccc(NCc2cccc(OCc3ccccc3)c2)cc1,-3,10,103,-24,-4.0,-1,1,4,-2,1
CCCCNC(=O)CNC(=S)N(Cc1ccccc1)Cc1cccs1,-6,-3,100,-3,-0.3,1,-1,2,-4,10
C=CCN1C=C2C(=O)C(C)(OC(=O)c3cccs3)C(=O)C=C2C=C1CCCC(=O)OC (centres undefined),-12,5,95,-10,-1.5,-6,39,-14,-4,0
O=C(CC(c1ccccc1)c1ccccc1O)NCCc1ccccc1 (centres undefined),-1,-5,95,-1,-0.4,-5,16,13,-2,5
c1csc(-c2noc(CN3CCOCC3)n2)c1,-5,0,100,-9,-1.8,-4,-2,0,-1,-5
O=C1CN2NC(=S)N(c3ccccc3)C2=CN1c1ccc(Cl)cc1,3,1,104,-1,-2.4,0,-3,5,-3,3
COc1ccc(C(=O)NCC(=O)OCCCOC(=O)CNC(=O)c2ccc(OC)c(OC)c2)cc1OC,-7,0,95,-4,3.3,-4,-1,-1,7,18
CCCCNc1nc2c(-c3ccccc3)nnn2c2ccccc12,4,2,93,-2,2.6,8,1,4,10,11
C[C@@H]1CCC[C@]2(O[C@H](CCO)C[C@H](O)[C@H]2O)O1,-10,2,99,1,-0.8,2,-7,-7,-1,-1
COCCn1c(-c2ccccc2Cl)nc2c(c(=O)c3ccccc3n2C)c1=O,-15,5,100,-2,-0.5,-1,-4,-4,7,7
COc1ccc(C)cc1S(=O)(=O)Nc1cccc(-c2cn3cccnc3n2)c1,-7,-2,94,-1,2.9,8,-11,6,14,6

# No new results follow: entries from further up.
SMILES,CaV13 ICDI inh,Glyco luc inh,ABCB6 inh 2,ABHD5-PLIN5 inh,MC4R barr agon,m5-HT2A agonist,Exocytosis inh,PDI inh,H9c2 protect,MC4R antagonist
COc1ccc(C(=O)NCC(=O)OCCCOC(=O)CNC(=O)c2ccc(OC)c(OC)c2)cc1OC,-7,0,95,-4,3.3,-4,-1,-1,7,18
CCCCNc1nc2c(-c3ccccc3)nnn2c2ccccc12,4,2,93,-2,2.6,8,1,4,10,11
C[C@@H]1CCC[C@]2(O[C@H](CCO)C[C@H](O)[C@H]2O)O1,-10,2,99,1,-0.8,2,-7,-7,-1,-1
COCCn1c(-c2ccccc2Cl)nc2c(c(=O)c3ccccc3n2C)c1=O,-15,5,100,-2,-0.5,-1,-4,-4,7,7

# Carrying on.
SMILES,CaV13 ICDI inh,Glyco luc inh,ABCB6 inh 2,ABHD5-PLIN5 inh,MC4R barr agon,m5-HT2A agonist,Exocytosis inh,PDI inh,H9c2 protect,MC4R antagonist
NC(=O)N/N=C/c1coc2ccc3ccccc3c2c1=O,-19,-1,100,-3,-2.5,0,9,-1,-1,20
Cc1ccc(C(CNS(=O)(=O)c2ccc(F)cc2)N2CCN(C)CC2)cc1 (centres undefined),-6,-2,97,-3,-0.9,-8,-7,1,3,-1
Cc1cnc(C(=O)N(c2ccc(N3CCOCC3)cc2)C2C(=O)Nc3ccccc3N=C2c2ccc(F)cc2)cn1 (centres undefined),-3,2,104,-4,·,-6,-2,·,5,·
O=C(NCc1ccco1)c1ccccc1-c1ccccc1,-6,-1,94,-7,-1.3,-3,-4,4,8,15
CC(C)N(Cc1ccccc1)C(=O)Cn1c(=O)cnc2ccccc21,-2,-1,94,3,-0.2,8,5,4,4,19
CC(Sc1nnc(Cc2ccccc2)o1)C(=O)Nc1ccccc1[N+](=O)[O-] (centres undefined),-6,1,99,1,-0.9,-10,0,0,5,11
Cc1cc(=O)oc(C)c1C(=O)NCCCN1C(C)CCCC1C (centres undefined),-3,2,106,-2,-1.5,-3,-2,-1,1,2
Cc1cc(C)nc(SCc2nnc(SCC(=O)Nc3nc(-c4ccccc4)cs3)n2C)n1,0,-1,88,2,-1.1,4,2,-14,0,3
Cc1ccc(N(C)S(=O)(=O)c2cccc(C(=O)NNC(=O)c3ccncc3)c2)cc1,-5,3,104,7,-1.6,1,5,-1,0,-5
CC(C)Cc1[nH]c(=O)c(C#N)c2c1COC(C)(C)C2,-6,3,106,4,-2.9,-1,0,4,-8,-2
Cc1ccc(NC(=S)N(CCCN2CCOCC2)Cc2ccccn2)cc1,-5,1,99,-3,-4.2,-6,0,-5,-6,5
Cc1cccc(NC(=O)CSc2nnc(CNC(=O)c3cccs3)o2)c1C,-5,1,101,-1,-1.8,2,2,12,1,8
CCOC(=O)/C(C#N)=C/c1ccc(N2CCN(C)CC2)cc1,-2,1,91,0,-2.8,-3,1,-2,2,-5
CCOC(=O)c1ccccc1-c1csc(NS(=O)(=O)c2ccc(Cl)cc2)n1,-4,0,98,0,-1.4,0,6,4,0,8
OC(COCC1COc2ccccc2O1)CN1CCN(c2ccccn2)CC1 (centres undefined),-7,0&-1,96&99,-3&6,0.1&-0.5,11&1,1&1,3&-2,3&-7,3&-2
Cc1ccc(S(=O)(=O)N2CCCCC2)cc1NS(=O)(=O)c1ccccc1F,-7,1,85,-8,-1.9,2,-2,2,-2,5
N/C(=N\OC(=O)Nc1ccc(Cl)cc1)c1ncc(C(F)(F)F)cc1Cl,·,0,95,-6,-1.6,-1,-4,8,-9,-3
C[C@]12c3[nH]c4ccc(Cl)cc4c3CCN1C(=O)[C@@H](CC(=O)NCCCn1ccnc1)C[C@@H]2C(=O)N1CCOCC1,-6,1,100,-12,-0.6,-1,-1,1,1,3
CCN(C[C@H]1N[C@@](CC)(C(=O)OC)[C@H]2C(=O)N(C)C(=O)[C@@H]12)C(=O)c1ccccc1,-5,1,104,-2,-0.1,5,-2,2,-1,4
CCN(c1cccc(C)c1)S(=O)(=O)c1nnc(NC(=O)c2ccco2)s1,-3,-1,104,-8,-1.3,-3,-13,9,6,6
Cc1ccc(N(C(=O)c2csnn2)C(C(=O)NC2CCCC2)c2ccccn2)cc1 (centres undefined),-2,-1,92,2,0.9,0,-5,-2,-2,15
COc1ccc(-c2[nH]ncc2CN2CCCC(C(=O)c3ccc(OC)cc3OC)C2)cc1 (centres undefined),-5,-1,104,-2,0.5,-2,0,9,-4,-1
CCn1c(=O)[nH]c2cc(C(=O)Nc3cc(C)cc(C)c3)ccc2c1=O,6,3,105,-5,-0.4,3,0,-4,6,-1
Cc1ccc(CNC(=O)C(=O)c2cn(CC(=O)N3CCCC3)c3ccccc23)cc1,-7,1,102,1,-0.3,4,-3,0,-6,0
CCN(CC)C(=O)COCc1cc(-c2ccc3c(c2)OCO3)on1,-17,1,92,-3,-1.7,-4,3,-11,2,4
CCCOc1ccc(Cn2c(=O)oc3ccc(C)cc32)cc1,-7,-5,100,-3,-2.8,-1,-3,0,-9,-7
CCOC(=O)c1c(NC(=O)CNCCOC)sc2c1CCCC2,·,2,100,0,-1.7,0,-6,-5,-4,6
O=S(=O)(N1CCCCC1)N1CCN(CC(O)COc2ccc3cc(Br)ccc3c2)CC1 (centres undefined),-5,-4,94,-2,7.0,-4,4,0,-9,10
CCn1cc(/C=C(\NC(=O)c2ccccc2Cl)C(=O)N2CCN(C)CC2)c2ccccc21,-2,4,99,-4,0.8,-3,1,1,-1,22
COc1cc(NC(=O)CN2C(=O)CN(C)C2=O)c(C)cc1[N+](=O)[O-],-20,4,102,-7,-2.9,-2,-2,-5,1,0
C#CCOCCOCCOCCNc1nc(N2CCOCC2)nc(N2CCN(C(=O)[C@H]([C@@H](C)CC)n3cc([C@@H](N)Cc4ccc(O)cc4)nn3)CC2)n1,·,0,95,0,-1.0,-8,-1,0,3,6
Cc1ccc(CN2CCC2(C)C(=O)NC2CCc3ccccc32)cc1 (centres undefined),-4,0,97,-3,2.4,-3,41,15,-7,5
COc1cccc(CN(C)CC(=O)NC(=O)NCc2ccccc2)c1,-5,0,101,13,5.6,2,0,-3,-2,-5
Cc1ccc(OCc2ccc(C(=O)NNC(=S)NCC3CCCO3)o2)c([N+](=O)[O-])c1 (centres undefined),-3,3,100,12,-0.9,-4,-12,-11,-1,-4
COc1cc(C)nc(NS(=O)(=O)c2ccccc2Cl)n1,-4,4,99,1,1.8,31*,1,2,-4,4
O=C(COC(=O)c1cccc(N2C(=O)c3ccccc3C2=O)c1)Nc1ccccc1,-4,3,100,-5,-1.5,3,-2,8,-3,4
CC(C)Cn1c(N)c(C=O)c(=O)n(C)c1=O,-1,1,103,5,-0.1,-2,-1,-2,6,12
CCOC(=O)c1sc(-c2ccc(OC)cc2)cc1NC(C)=O,-4,-1,95,-1,1.2,3,8,-12,-2,21
CCOC(=O)c1c(C)n(C)c2cc(Br)c(C)cc12,-12,1,99,9,-1.0,10,-3,2,-4,-5
COc1ccc(OC)c(NC(=O)c2cccc(NC(=O)c3ccco3)c2)c1,-5,1,94,4,-0.9,-7,-4,5,6,1
CC(=O)c1c(C)oc2ccc(N(C(C)=O)S(=O)(=O)c3ccc(Br)cc3)cc12,-2,1,95,2,-1.8,4,3,5,-17,5
CCOC(=O)C1=C(C)NC(=O)NC1c1cc2c(cc1Br)OCO2 (centres undefined),-6,-1,102,-1,-2.0,3,1,1,10,9
O=C1CC(=O)N(c2ccccc2)N1c1ccccc1,-5,2,96,-1,-4.1,-2,-1,-1,14,0
CC(OC(=O)/C=C/c1ccc(Br)cc1)C(=O)N1CCOCC1 (centres undefined),-6,-1,100,-1,-1.7,2,3,4,-10,7
CCOC(=O)CN1C(=O)C(O)(CC(=O)c2ccco2)c2ccccc21 (centres undefined),-1,4,95,4,-0.9,-1,6,-5,13,5

# Source: PubChem BioAssay
